p53 PUMA act: re-activators of the mutant p53 pathway. activation, % at 9.98 µM. actives 1.5% (n = 28,000). SW480 PUMA-promoter luciferase, p53 mutant reactivation; in the data active = activation above about 52%
STK33 kin inh: blocks human STK33 kinase activity; Q9BYT3; ADP-Glo luminescence, MBP substrate; inhibition, % at 12.5 µM; actives 0.44% (n = 27,000); AID 2322; in the data active = inhibition above about 20%
Target sequence (Q9BYT3 whole entry, looked up): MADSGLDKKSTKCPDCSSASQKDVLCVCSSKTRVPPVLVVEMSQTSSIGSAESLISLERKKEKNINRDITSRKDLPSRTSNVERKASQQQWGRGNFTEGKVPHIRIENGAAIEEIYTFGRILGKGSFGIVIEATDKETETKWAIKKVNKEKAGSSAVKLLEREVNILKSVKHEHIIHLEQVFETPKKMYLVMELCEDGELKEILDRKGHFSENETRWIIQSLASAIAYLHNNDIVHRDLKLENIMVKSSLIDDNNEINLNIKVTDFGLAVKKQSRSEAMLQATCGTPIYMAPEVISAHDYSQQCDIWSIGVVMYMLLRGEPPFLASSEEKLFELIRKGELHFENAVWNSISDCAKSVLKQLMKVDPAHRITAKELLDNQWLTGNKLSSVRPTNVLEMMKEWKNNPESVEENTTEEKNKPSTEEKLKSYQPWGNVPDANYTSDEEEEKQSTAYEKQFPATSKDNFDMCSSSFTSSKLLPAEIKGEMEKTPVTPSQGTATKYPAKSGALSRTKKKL
* hit, by the source's call; · = no result given.

[1] COc1ccc(S(=O)(=O)Nc2ccc3c(c2)C(=O)N([C@@H](C)CO)C[C@H](C)[C@@H](CN(C)Cc2ccc(Cl)c(Cl)c2)O3)cc1
[2] COC(=O)c1cc(OC)c(OC)cc1NC(=O)COc1ccccc1
[3] COc1ccc(Cc2nnc(SCc3nc4ccccc4c(=O)[nH]3)o2)cc1
[4] COc1ccc(NC(=O)Nc2ccc3c(c2)CC(=O)N([C@H](C)CO)C[C@@H](C)[C@H](CN(C)C(=O)Nc2c(C)noc2C)O3)cc1
[5] COc1cc2c(cc1NC(=O)C(C)Oc1cccc(Cl)c1)oc1ccccc12 (configuration not stated)
[6] C[C@@H]1CN([C@H](C)CO)C(=O)c2cccc(NS(=O)(=O)c3ccc(F)cc3)c2O[C@@H]1CN(C)C(=O)NC1CCCCC1
[7] Cc1ccc(S(=O)(=O)Nc2cccc3c2O[C@H](CN(C)C(=O)Nc2ccc4c(c2)OCO4)[C@@H](C)CN([C@H](C)CO)C3=O)cc1
[8] Cc1ccc(Cl)cc1NC(=O)C1CC=CCC1C(=O)O (configuration not stated)

assay / entry	1	2	3	4	5	6	7	8
p53 PUMA act	·	14	-7	·	27	4	17	-15
STK33 kin inh	0	4	0	-3	4	·	·	0

Part of the list above, as labelled records.
#1 COc1ccc(S(=O)(=O)Nc2ccc3c(c2)C(=O)N([C@@H](C)CO)C[C@H](C)[C@@H](CN(C)Cc2ccc(Cl)c(Cl)c2)O3)cc1
  p53 PUMA act: · | STK33 kin inh: 0
#2 COC(=O)c1cc(OC)c(OC)cc1NC(=O)COc1ccccc1
  p53 PUMA act: 14 | STK33 kin inh: 4
#3 COc1ccc(Cc2nnc(SCc3nc4ccccc4c(=O)[nH]3)o2)cc1
  p53 PUMA act: -7 | STK33 kin inh: 0
#4 COc1ccc(NC(=O)Nc2ccc3c(c2)CC(=O)N([C@H](C)CO)C[C@@H](C)[C@H](CN(C)C(=O)Nc2c(C)noc2C)O3)cc1
  p53 PUMA act: · | STK33 kin inh: -3

Carrying on:
[9] C[C@@H]1CN([C@H](C)CO)C(=O)Cc2cc(NC(=O)Cc3ccccc3)ccc2O[C@@H]1CN(C)S(C)(=O)=O
[10] COc1ccc(NC(=O)N(C)C[C@@H]2Oc3cc(C#CCN(C)C)ccc3S(=O)(=O)N([C@@H](C)CO)C[C@@H]2C)cc1
[11] COc1ccc(S(=O)(=O)N(C)C[C@@H]2OCc3cnnn3CCCC(=O)N([C@@H](C)CO)C[C@@H]2C)cc1
[12] C[C@H]1CN([C@@H](C)CO)C(=O)c2cccc(NC(=O)C3CCOCC3)c2O[C@@H]1CN(C)Cc1ccc(C(=O)O)cc1
[13] C[C@@H]1CCCCO[C@@H](CN(C)C(=O)Nc2ccc(C(F)(F)F)cc2)[C@@H](C)CN([C@H](C)CO)C(=O)c2cc(NS(=O)(=O)c3ccc(F)cc3)ccc2O1
[14] C[C@H]1CN([C@@H](C)CO)C(=O)c2cc(NC(=O)Nc3ccc(C(F)(F)F)cc3)ccc2O[C@H]1CN(C)S(=O)(=O)c1ccccc1
[15] COc1ccc(NC(=O)Nc2ccc3c(c2)C(=O)N([C@@H](C)CO)C[C@H](C)[C@H](CN(C)S(=O)(=O)c2ccc(Cl)cc2)O3)cc1
[16] COc1ccc(CN(C)C[C@@H]2OCCCC[C@H](C)Oc3ccc(NC(=O)Nc4ccc(OC)cc4)cc3C(=O)N([C@@H](C)CO)C[C@@H]2C)cc1

assay / entry	9	10	11	12	13	14	15	16
p53 PUMA act	·	1	·	0	·	-36	·	-16
STK33 kin inh	-1	·	3	·	2	-3	-3	·

[17] CCOC(=O)c1c(NC(=O)c2nc3ncccn3n2)sc(C)c1C
[18] C[C@@H]1CCCCO[C@@H](CN(C)C(=O)Cc2ccccc2)[C@H](C)CN([C@@H](C)CO)C(=O)c2cc(NC(=O)Nc3ccccc3)ccc2O1
[19] COc1ccc(S(=O)(=O)Nc2ccc3c(c2)CC(=O)N([C@H](C)CO)C[C@H](C)[C@H](CN(C)Cc2ccc4c(c2)OCO4)O3)cc1
[20] C[C@H](CO)N1C[C@H](C)[C@H](CN(C)C)Oc2ccc(NC(=O)CCN3CCOCC3)cc2CC1=O
[21] C[C@H](CO)N1C[C@H](C)[C@H](CN(C)Cc2cccc(O)c2)OCc2cnnn2CCCC1=O
[22] COc1cc(C[C@H]2CO[C@H](c3ccc(O[C@@H]4O[C@H](CO)[C@@H](O)[C@H](O)[C@H]4O)c(OC)c3)[C@H]2CO)ccc1O
[23] C[C@H]1CN([C@@H](C)CO)C(=O)c2cc(NS(=O)(=O)c3cn(C)cn3)ccc2O[C@@H]1CN(C)Cc1ccc(-c2ccccc2)cc1
[24] C[C@H]1CN([C@@H](C)CO)C(=O)c2cc(C#Cc3cccnc3)cnc2O[C@@H]1CN(C)Cc1ccc(F)cc1

assay / entry	17	18	19	20	21	22	23	24
p53 PUMA act	49	-15	·	-1	·	-3	·	-2
STK33 kin inh	1	·	2	-8	-1	6	1	·

[25] COc1ccc(C2(CNC(=O)CC#N)CCCC2)cc1OC
[26] O=C(NCc1ccccn1)C(=O)Nc1ccccc1F
[27] Cc1ccc2oc(-c3ccc(C)c(NC(=O)COc4ccc(Br)cc4)c3)nc2c1
[28] C=CCNC(=O)[C@H]1[C@@H]2C(=O)O[C@@H](c3ccccc3)[C@@H](c3ccccc3)N2[C@@H](c2ccc(O)cc2)[C@]12C(=O)N(C(=O)OCCOC)c1ccc(C#CC3(O)CCCCCC3)cc12
[29] C[C@@H]1CN([C@H](C)CO)C(=O)c2cccc(NS(=O)(=O)c3ccccc3)c2O[C@H]1CN(C)C(=O)Nc1ccc(C(F)(F)F)cc1
[30] Cc1nnc(SCC(=O)Nc2ccc([N+](=O)[O-])cc2O)s1
[31] O=C(N1CCCCC1)[C@]1(CCS(=O)(=O)c2ccccc2)N=C(c2ccc(OCCCO)cc2)O[C@@H]1c1ccccc1
[32] C[C@@H]1CN([C@@H](C)CO)C(=O)c2cc(NC(=O)Cc3cn(C)c4ccccc34)ccc2O[C@@H]1CN(C)C(=O)Nc1ccc2c(c1)OCO2

assay / entry	25	26	27	28	29	30	31	32
p53 PUMA act	-3	61*	65*	·	6	1	·	·
STK33 kin inh	-7	-1	3	-3	·	1	0	6

[33] C[C@@H]1CCCCO[C@@H](CN(C)Cc2ccccc2)[C@H](C)CN([C@@H](C)CO)C(=O)c2cc(N(C)C)ccc2O1
[34] COc1ccc(C#Cc2cnc3c(c2)C(=O)N([C@H](C)CO)C[C@H](C)[C@H](CN(C)S(=O)(=O)c2cn(C)cn2)O3)cc1OC
[35] C[C@@H]1CN([C@@H](C)CO)C(=O)Cc2cc(NS(=O)(=O)c3ccc(F)cc3)ccc2O[C@@H]1CN(C)Cc1ccc(-c2ccccc2)cc1
[36] C[C@@H]1CN([C@H](C)CO)C(=O)Cc2cc(NS(C)(=O)=O)ccc2O[C@@H]1CN(C)S(=O)(=O)c1ccccc1
[37] C[C@@H]1CN([C@@H](C)CO)C(=O)c2cccc(NC(=O)Nc3ccccc3)c2O[C@H]1CN(C)C
[38] Cc1noc(C)c1NC(=O)Nc1ccc2c(c1)CC(=O)N([C@H](C)CO)C[C@H](C)[C@H](CN(C)S(=O)(=O)c1cn(C)cn1)O2
[39] COc1ccc(S(=O)(=O)N(C)C[C@H]2OCCCC[C@@H](C)Oc3ccc(NS(=O)(=O)c4ccc(C)cc4)cc3C(=O)N([C@H](C)CO)C[C@@H]2C)cc1
[40] C[C@H](CO)N1C[C@H](C)[C@H](CN(C)S(=O)(=O)c2ccccc2)Oc2ccc(NC(=O)Nc3cccc4ccccc34)cc2C1=O

assay / entry	33	34	35	36	37	38	39	40
p53 PUMA act	-5	11	·	10	22	2	·	·
STK33 kin inh	·	-4	5	·	·	-1	-7	0

[41] COc1ccc(NC(=O)C(C)Oc2cc(C)c(Cl)c(C)c2)c([N+](=O)[O-])c1 (configuration not stated)
[42] COc1cc(S(=O)(=O)NC2CC(C)(C)NC(C)(C)C2)c(OC)cc1Cl
[43] COc1ccc(N(CC(=O)N2CCN(c3ccccc3F)CC2)S(C)(=O)=O)c(OC)c1
[44] CC(C)NC(=O)Nc1ccc2c(c1)C(=O)N([C@H](C)CO)C[C@@H](C)[C@H](CN(C)S(=O)(=O)c1cccs1)O2
[45] Oc1cc(O)c2c(c1)OC(c1ccc(O)c(O)c1)C(O)C2 (configuration not stated)
[46] O=S(=O)(c1ccc(-c2cc(C(F)(F)F)on2)s1)N1CCc2c([nH]c3ccc(F)cc23)C1
[47] CCCC#Cc1cnc2c(c1)C(=O)N([C@H](C)CO)C[C@@H](C)[C@@H](CN(C)C(=O)NCCC)O2
[48] COC(=O)c1ccccc1NC(=O)COc1ccc([N+](=O)[O-])c(C)c1

assay / entry	41	42	43	44	45	46	47	48
p53 PUMA act	-4	-8	7	·	-7	5	13	-1
STK33 kin inh	2	1	-1	-1	2	·	·	2

[49] CC(C)(C)NS(=O)(=O)c1ccc(OCC(=O)N2CCOCC2)cc1
[50] Cc1ccc(NC(=O)COc2ccc(I)cc2)c(C(=O)O)c1
[51] C[C@@H]1CN([C@H](C)CO)C(=O)Cc2cc(NC(=O)Nc3ccccc3)ccc2O[C@H]1CN(C)Cc1ccccc1
[52] CS(=O)(=O)N(CC(=O)Nc1ccccc1)c1cccc(F)c1
[53] COc1ccc(CN(C)C[C@@H]2OCCCC[C@@H](C)Oc3ccc(NC(=O)Nc4ccc(OC)cc4)cc3C(=O)N([C@H](C)CO)C[C@@H]2C)cc1
[54] C[C@@H]1CN([C@H](C)CO)C(=O)CCCn2cc(nn2)CO[C@@H]1CN(C)C(=O)Nc1ccccc1C(F)(F)F
[55] COc1ccc(-c2cnc3c(c2)C(=O)N([C@@H](C)CO)C[C@@H](C)[C@H](CN(C)C(=O)Cc2cccnc2)O3)cc1
[56] Cc1noc(C)c1S(=O)(=O)Nc1ccc2c(c1)C(=O)N([C@@H](C)CO)C[C@@H](C)[C@H](CN(C)C(=O)NC(C)C)OCCCC[C@@H](C)O2

assay / entry	49	50	51	52	53	54	55	56
p53 PUMA act	4	-16	·	4	·	-3	2	2
STK33 kin inh	-3	0	-5	-1	3	4	·	·

[57] CCN(Cc1ccccc1)S(=O)(=O)c1nc2nc(C)c(C)c(C)n2n1
[58] Cc1ccc(S(=O)(=O)Nc2ccc3c(c2)C(=O)N([C@@H](C)CO)C[C@H](C)[C@@H](CN(C)C(=O)NC(C)C)O3)cc1
[59] C[C@@H]1CCCCO[C@H](CN(C)Cc2ccncc2)[C@@H](C)CN([C@H](C)CO)C(=O)c2cc(NC(=O)Nc3ccc(F)cc3)ccc2O1
[60] C[C@H](CO)N1C[C@H](C)[C@@H](CN(C)C(=O)Nc2ccc(F)cc2)Oc2ccc(NC(=O)C3CC3)cc2CC1=O
[61] COc1cc([N+](=O)[O-])ccc1NC(=O)CCN1C(=O)C2C3C=CC(C4CC34)C2C1=O (configuration not stated)
[62] CCC(=O)N(C)C[C@@H]1Oc2ncc(-c3ccccc3C)cc2C(=O)N([C@@H](C)CO)C[C@H]1C
[63] C[C@@H]1CN([C@@H](C)CO)C(=O)c2cccc(NC(=O)c3ccc(-c4nccs4)cc3)c2O[C@@H]1CN(C)C(=O)NC1CCCCC1
[64] Cn1c(CSc2ccnc3cc(Cl)ccc23)nnc1SCC(=O)c1ccc(Cl)s1

assay / entry	57	58	59	60	61	62	63	64
p53 PUMA act	6	·	·	-3	9	-3	-45	8
STK33 kin inh	·	-7	0	·	-2	·	·	·

[65] C[C@@H]1CN([C@H](C)CO)C(=O)Cc2cc(NS(=O)(=O)c3ccc(Cl)cc3)ccc2O[C@@H]1CN(C)C(=O)Nc1ccc2c(c1)OCO2
[66] CC(C)CC#Cc1ccc2c(c1)O[C@H](CN(C)C(=O)Cc1cccnc1)[C@H](C)CN([C@@H](C)CO)S2(=O)=O
[67] CCc1ccc(OCCSc2nc(C)cc(=O)[nH]2)cc1
[68] Cc1ccc(OCC(=O)Nc2ccccc2C(=O)Nc2ccccc2)c(Br)c1
[69] CCn1c(SCC(=O)c2ccc(Cl)cc2Cl)nnc1-c1cccnc1
[70] CC1OC(OC2CCC3(C)C(CCC4(C)C3CC=C3C5CC(C)(C)CCC5(C(=O)OC5OC(CO)C(OC6OCC(OC7OC(CO)C(O)C(O)C7O)C(OC7OCC(O)C(O)C7O)C6O)C(O)C5O)CCC34C)C2(C)C)C(O)C(O)C1OC1OCC(O)C(O)C1O (configuration not stated)
[71] C[C@@H]1CCCCO[C@H](CN(C)C(=O)CCCN(C)C)[C@@H](C)CN([C@H](C)CO)C(=O)c2cc(NC(=O)Nc3ccc(C(F)(F)F)cc3)ccc2O1
[72] C[C@H]1CN([C@@H](C)CO)C(=O)c2cc(NS(=O)(=O)c3cn(C)cn3)ccc2O[C@@H]1CN(C)C(=O)Nc1ccccc1

assay / entry	65	66	67	68	69	70	71	72
p53 PUMA act	·	-2	59*	45	-6	·	·	·
STK33 kin inh	-6	·	1	1	-3	-2	2	0

[73] C[C@@H]1CN([C@H](C)CO)C(=O)Cc2cc(NC(=O)Nc3ccc(C(F)(F)F)cc3)ccc2O[C@@H]1CN(C)Cc1ccc2c(c1)OCO2
[74] CC(Sc1nc2ccccc2[nH]1)c1nc2ccccc2[nH]1 (configuration not stated)
[75] COc1ccc(CN(C)C[C@@H]2Oc3ccc(NC(=O)CCC(F)(F)F)cc3CC(=O)N([C@@H](C)CO)C[C@@H]2C)cc1
[76] C[C@H](CO)N1C[C@H](C)[C@H](CN(C)S(=O)(=O)c2cn(C)cn2)Oc2ccc(NC(=O)C3CC3)cc2CC1=O
[77] C[C@H]1CN([C@@H](C)CO)S(=O)(=O)c2ccc(C3=CCCC3)cc2O[C@@H]1CN(C)Cc1cccc(C(=O)O)c1

assay / entry	73	74	75	76	77
p53 PUMA act	·	4	·	5	7
STK33 kin inh	1	-2	1	-1	·

Screens (PubChem BioAssay)

Some of the compounds tested. The share of hits here may be higher or lower than overall.
